# H9c2 TAG inh – triacylglycerol accumulation inhibition. actives 0.66% (n = 230,000). H9c2 cells, Nile Red lipid (TAG) fluorescence; cells loaded with 200 µM oleic acid. AID 651582. inhibition, % at 12.5 µM;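 active = pattern-corrected inhibition of lipid staining of at least 50% with the nuclear-stain viability signal not falling by more than 50%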;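 also: 0% = DMSO wells and 100% = triacsin C control wells; some results filed as inactive read as strong as hits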
# H9c2 TAG inh DAPI viability – further read-out of H9c2 TAG inh, marked with its call; DAPI nuclei signal change (viability), lower = more cytotoxic, %;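 whole-well DAPI fluorescence read on a plate reader as a viability signal; minus 50 percent equals half of cells still viable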
# The depositor's hits bear a star; i = inactive; & = joins results of further samples.
SMILES,H9c2 TAG inh,H9c2 TAG inh DAPI viability
O=C(CNC(=O)c1cccc(OC(F)F)c1)OCC(=O)c1ccccc1,-2,-2
c1ccc(N2CCN(CC3CCCCC3)CC2)cc1,-3,-8
CCN1CCN(C(c2cc3cccc(C)c3[nH]c2=O)c2nnnn2Cc2ccccc2)CC1 (configuration not stated),25,18
COc1ccc(-c2cc(C(=O)Nc3cc(C)on3)c3ccccc3n2)c(OC)c1,11,4
CCOC(=O)C1CCN(C(=O)c2cccc(S(=O)(=O)N3CCCc4ccccc43)c2)CC1,-18,-3
CCCCOc1ccc(/C=C/C(=O)NC2=Nc3ccccc3NC(C)=C2C(=O)OCC)cc1OC,33,9
Cc1ccc(Cn2ncc3c(N4CCN(Cc5ccc(Cl)cc5)CC4)ncnc32)cc1,-1,0
c1ccc(C2NCCNC2c2ccccc2)cc1 (configuration not stated),7,2
COC(=O)c1ccc(NC(=O)CCN2C(=O)NC(C)(C)C2=O)cc1,0,2
Cc1noc(C)c1CSCC(=O)N(C)CC(=O)Nc1ccc(Cl)c(C(F)(F)F)c1,-33,4
Cc1c(Cl)cccc1NC(=O)CNC(=O)C1CC(=O)N(C2CCCC2)C1 (configuration not stated),-9,10
Cc1ccc(C)c(NC(=O)CN(C)C(=O)c2ccc3[nH]c4c(c3c2)CC(C)CC4)c1 (configuration not stated),-22,3
O=C(c1ccccc1)N(Cc1nc2ccccc2c(=O)[nH]1)C1CCCC1,4,-11
COc1ccc(C2CC(c3cccc(Cl)c3)=NN2c2ccc(S(N)(=O)=O)cc2)cc1 (configuration not stated),-11,i
CCC(C)N(C(=O)COC(=O)C1CCN(S(=O)(=O)c2ccc(C)c(C)c2)CC1)C1CCS(=O)(=O)C1 (configuration not stated),-15,1
COc1ccc(NC(=O)CN(C)C(=O)c2cccc(S(=O)(=O)Nc3ccc(F)cc3)c2)cc1,-10,3
COCCOC(=O)C1=C(N)OC2=C(C(=O)CC(C)(C)C2)C1c1ccncc1 (configuration not stated),12,-3
COc1ccc([N+](=O)[O-])c(S(=O)(=O)c2ccccc2)n1,104,-67
COc1ccc(Br)cc1-c1nc(C)c(C(C)=O)n1O,16,-4
COc1ccc(CCN2CC(C(=O)OC(C)C(=O)Nc3cccc(Cl)c3)CC2=O)cc1OC (configuration not stated),-2,-1
O=c1c2ccccc2nc(/C=C/c2ccc([N+](=O)[O-])o2)n1CCCO,-102,-40
O=C(COC(=O)c1cccc(O)c1)Nc1nnc(-c2ccccc2)o1,1,-1
CCC(=O)Nc1nc2nc(-c3ccccc3)cc(-c3ccccc3)n2n1,41,5
O=C(COC(=O)C(O)C(O)C(=O)OCC(=O)c1ccc(C(F)(F)F)cc1)c1ccc(C(F)(F)F)cc1 (configuration not stated),17,-18
CCCCn1c(Cl)nc2c1c(=O)n(C)c(=O)n2C,-5,-5
CCSc1nnc(-c2ccccc2SC)o1,6,-9
Cc1ccnc(SCC(=O)c2cc3ccccc3o2)n1,54,-50
COc1ccc(OC)c(C2C(C(=O)N(C)C)=C(C)Nc3nc4ccccc4n32)c1 (configuration not stated),17,-8
Cc1ccc(C(=O)NCC(=O)OCCCOC(=O)CNC(=O)c2ccc(C)c(C)c2)cc1C,-19,-1
CCc1noc(C)c1C(=O)Nc1cc(Cl)ccc1-n1cncn1,8,-10
CC(=O)Nc1ccc(C(=O)Nc2nc(-c3cccnc3)cs2)cc1,13,-5
Cn1nc(-c2ccccc2)c(CN2CCN(c3ncccn3)CC2)c1Cl,-11,15
COc1ccc(OC)c(-c2csc(NC(=O)C3CSC4(C)CCC(=O)N34)n2)c1 (configuration not stated),1,2
CCCCn1c(N)c(N(CCOC)C(=O)COc2ccc(C(C)=O)cc2)c(=O)[nH]c1=O,-4,4
COc1ccc(Cc2nnc(NC(=O)C(C)C)s2)cc1,3,-2
Cc1ccc(S(=O)(=O)NNC(=O)Nc2cccc(F)c2)c(C)c1,1,-3

# Look-ups from the entries so far.
# Value of Cn1nc(-c2ccccc2)c(CN2CCN(c3ncccn3)CC2)c1Cl in H9c2 TAG inh DAPI viability: 15
# Value of CCc1noc(C)c1C(=O)Nc1cc(Cl)ccc1-n1cncn1 in H9c2 TAG inh DAPI viability: -10

# Next section:
SMILES,H9c2 TAG inh,H9c2 TAG inh DAPI viability
CC(=O)N(CCCCN1C(=O)c2ccccc2C1=O)c1ccc(C)cc1,8,-11
CC(C)(C)OC(=O)N1CCN(C(=O)c2[nH]cnc2C(=O)Nc2ccccc2F)CC1,-1,-2
O=C(c1ccc(OC2CCN(CCc3ccccc3)CC2)cc1)N1CCCC(O)C1 (configuration not stated),-6,1
c1ccc(C2Nc3ccccc3C3OCCCC23)cc1 (configuration not stated),2,-1
Cc1ccc(-n2cc(CNCC3CC(=O)N(C4CC4)C3)c(-c3cccc(C)c3)n2)cc1 (configuration not stated),-10,11
CCCn1c(SCc2nc(N)nc(N3CCCCC3)n2)nc2c1c(=O)n(C)c(=O)n2C,-11,6
CC1CCC(C(C)C)C(OC(=O)C[n+]2cc(-c3ccc(Cl)cc3)n3c2CCC3)C1 (configuration not stated),-7,-4
CN(C)C(=O)c1cc2cc(Br)ccc2s1,12,-1
CC(C)c1nc2sc3c(SCC(N)=O)ncnc3c2c2c1CCC2,19,3
NC(=O)CC(NC(=O)c1ccccc1)c1ccc(N2CCc3ccccc3C2)c([N+](=O)[O-])c1 (configuration not stated),9,-8
CCOc1ccc(Nc2oc(-c3ccc(Cl)cc3)nc2C#N)cc1,33,12
CCOC(=O)c1ccc(NC(=O)CCCN2C(=O)NC3(CCCC3)C2=O)cc1,1,1
COc1ccc(NC(=O)c2nc[nH]c2C(=O)NCc2ccccc2)cc1,21,-13
Cc1nn(CC(=O)Nc2sc3c(c2C#N)CCC(C(C)(C)C)C3)c(C)c1[N+](=O)[O-] (configuration not stated),-12,1
O=C(O)c1ccn2c(C(=O)c3ccccc3)c(-c3ccccc3)cc2c1,-5,-1
CCCCOP(=O)(c1ccc(N(C)C)cc1)C(O)c1cc(OC)c(OC)c(OC)c1 (configuration not stated),3,-8
CCn1c(C)cc(C(=O)CSc2nnnn2C2CCCC2)c1C,-17,2
CCc1cccc(NC(=O)C2CCCN2S(=O)(=O)c2ccc3c(c2)CC(C)N3C(C)=O)c1 (configuration not stated),-23,-1
Cc1ccc(NC(=O)c2nc[nH]c2C(=O)N[C@H](C)c2ccccc2)cc1,-2,3
NC(=O)c1ccc(-n2nc(C(F)(F)F)c3c2CCCC3)cc1,-5,3
COc1cc(C(=O)NCC(=O)NCC2COc3ccccc3O2)cc(OC)c1OC (configuration not stated),-5,-1
COc1ccc(CN(C(=O)c2cccs2)c2nccs2)cc1OC,3,6
CCc1nn(CCCN2CCN(c3cccc(Cl)c3)CC2)c(=O)n1CCOc1ccccc1,-8&-7,9&4
Oc1ccc(Cl)cc1-c1cc(-c2ccccc2)n[nH]1,10,-2

# The last 4 records of the part above lead into the next:
SMILES,H9c2 TAG inh,H9c2 TAG inh DAPI viability
COc1cc(C(=O)NCC(=O)NCC2COc3ccccc3O2)cc(OC)c1OC (configuration not stated),-5,-1
COc1ccc(CN(C(=O)c2cccs2)c2nccs2)cc1OC,3,6
CCc1nn(CCCN2CCN(c3cccc(Cl)c3)CC2)c(=O)n1CCOc1ccccc1,-8&-7,9&4
Oc1ccc(Cl)cc1-c1cc(-c2ccccc2)n[nH]1,10,-2
NS(=O)(=O)c1ccc(NC(=S)N2CCC(O)CC2)cc1,-6,3
Cc1ccc(S(=O)(=O)N2CCOCC2)cc1NC(=O)COC(=O)/C=C/c1ccco1,20,-9
COC(=O)c1cn(CC(=O)NCc2ccco2)c2ccccc12,2,2
CCOC(=O)Nc1cc(C(=O)OCC)c(C)nc1C,12,-15
O=C(O)CCCC(=O)Nc1ccc(Oc2ncnc3cc(Cl)ccc23)nc1,-6,5
CC1(C)C2CCC1(C)C(OC(=O)CNc1ccccc1)C2 (configuration not stated),4,-3
O=C1C=C(c2ccc3ncccc3c2)C[C@@H](c2ccc(Cl)cc2)C1,-23,4
CC(C)(C)Cc1c(-c2ccc(Br)cc2)nc2ccc(Br)cn12,21,0
Fc1ccccc1N=C1NN=C(c2ccccc2)CS1,-12,-10
O=C(NCc1cccs1)C1CCCN1C(=O)Nc1ccc(F)cc1 (configuration not stated),-17,3
Cc1[nH]n2cnnc2c(=O)c1Br,-6,12
O=c1[nH][nH]c(=O)c2nc(Nc3ccccc3)ncc12,-9,-4

# The final 3 entries of the section above open the next one:
SMILES,H9c2 TAG inh,H9c2 TAG inh DAPI viability
O=C(NCc1cccs1)C1CCCN1C(=O)Nc1ccc(F)cc1 (configuration not stated),-17,3
Cc1[nH]n2cnnc2c(=O)c1Br,-6,12
O=c1[nH][nH]c(=O)c2nc(Nc3ccccc3)ncc12,-9,-4
Cc1cccc(C)c1OCC(=O)N/N=C/c1ccc2c(c1)OCO2,-9,-6
O=C(NCCCn1cccn1)c1cc(COc2ccc(F)cc2Cl)on1,-3,-3
COc1ccc2cc(C(=O)NCc3ccco3)c(=O)oc2c1,-10,5
Cc1csc(NC(=O)c2ccco2)n1,-2,5
CC(=O)Nc1ccc(CN2C(=O)C(CCc3ccccc3)ON=C2c2cnccn2)cc1 (configuration not stated),-7,-10
O=[N+]([O-])c1cc([N+](=O)[O-])c(Oc2cc(Cl)cc(Cl)c2)cc1NN1CCCCC1,-11,-5
COc1cccc(OCC(O)CN2CCC(Cc3ccccc3)CC2)c1 (configuration not stated),7,0
COc1cccc(OC)c1C(=O)OCc1c(-c2ccccc2)ncc2ccccc12,-18,-6
Nc1nc2c(ccc3ccccc32)s1,-21,2
CCOc1ccc(NC(=O)Cn2sc3nc(C)cc(C)c3c2=O)cc1,-4,4
COc1ccc(-n2nc(C(=O)N3CCCCC3)c3ccccc3c2=O)cc1,-19,3
COc1ccc(-c2noc(CCCOc3ccc(Cl)cc3Cl)n2)cc1,-5,-14
Cc1[nH]n(-c2ccccc2)c(=O)c1/C=N/NC(=O)C(C)C,19,-4
O=C1NC2c3ccccc3CC2O1 (configuration not stated),5,-6
CN(C(=O)CSC1=NC2C(N=N1)c1cc(Br)ccc1N2C)C1CCCCC1 (configuration not stated),-30,22
CC(C)(C)c1ccc(NC(=O)N2CCCN(c3c(Cl)cncc3Cl)CC2)cc1,-12,-6
CCOC(=O)CSc1ncc(OC)c(=O)[nH]1,12,8
COCCCNC(=O)Cn1ccc(NC(=O)OCc2ccccc2)nc1=O,-1,-5
COc1cc(Cl)cc(C=O)c1OCC(=O)O,-8,8
COc1ccccc1C(=O)NCCC(=O)OCC(=O)Nc1ccc(S(N)(=O)=O)cc1,5,-5
O=C(O)C1C2CCC(O2)C1C(=O)Nc1ccc(Cl)cc1F (configuration not stated),-9,-1
Cc1ccc(C=NNC(=O)c2cc(-c3cccnc3)nc3ccccc23)o1,17,-9
Cc1ccc(S(=O)(=O)N2CCCN(C(=O)OC(C)(C)C)CC2)cc1,4,0
COc1cc(CNCCO)cc(Cl)c1OCc1ccccc1Cl,15,6
Cn1c2ccccc2c2n[nH]c(=O)nc21,7,-5
CCO/C(C)=C1\C(=O)Nc2ccccc21,4,0
CCS(=O)(=O)c1ccc(C(=O)NC)c(Cl)c1Cl,4,-10
CCn1c(SCC(=O)Nc2nc(-c3ccc(C)cc3)cs2)nnc1-c1ccccc1O,80*,-7.8*
S=C(Nc1ccccc1)Nc1ccc(OCc2ccc(Cl)cc2Cl)cc1,24,-5
CN1CCN(C(=O)c2cnn(-c3ccccc3)c2NC(=O)c2ccccc2Cl)CC1,13,-7
CCC[C@@H](CN1CCC[C@H]1CN1C(N)=NC[C@@H]1Cc1ccccc1)N1C[C@@H](Cc2ccccc2)N(CCc2ccc(Cl)c(Cl)c2)C1=N,-11,28
CN(c1ccc(OCc2nnc(-c3ccccc3)o2)cc1)S(=O)(=O)c1ccccc1,16,-7
O=C(CCN1CCCCO1)N1CCCC(Nc2ccc(F)cc2)C1 (configuration not stated),-12,-6
COc1ccc(CC(=O)NCc2nnc(SCC(=O)Nc3ncc(C)s3)n2C)cc1,3,2
COc1cccc(Cn2nnc(C(=O)NCCc3ccc(Cl)cc3)c2N)c1,5,-9
O=C(CSC1CCCCC1)Nc1nccs1,-9,-3
COCCNC(=O)c1cnn2c1NC(c1ccco1)CC2C(F)(F)F (configuration not stated),-4,12
CCOC(=O)c1ccccc1NC(=O)COC(=O)CCC1CCCC1,13,2
NC(=O)[C@@H]1CCCCNc2c(F)cc([N+](=O)[O-])cc2C(=O)N[C@@H](CCCN=C(N)N)C(=O)NCC(=O)N1,7,12
C[C@@H]1CCCCO[C@@H](CN(C)CC2CC2)[C@@H](C)CN([C@H](C)CO)C(=O)c2cc(N(C)C)ccc2O1,-1,-2
COc1ccc(C(=O)NCc2nnc(SCC(=O)NCc3ccc(F)cc3)o2)cc1,-8,8
O=C(CN(CC1CCCO1)C(=O)CNS(=O)(=O)c1ccc(F)cc1)NCc1ccco1 (configuration not stated),-7,-8
COc1ccc(N2CC(=O)N(c3ccc(OC)c(OC)c3)CC2=O)cc1OC,3,8
O=C(NCCN1CCCc2ccccc21)C1CCC(=O)N(CCc2ccccc2)C1 (configuration not stated),7,-6
CC(=O)NCc1ccc(S(=O)(=O)NC(C(=O)O)C(C)C)cc1 (configuration not stated),-9,5
CN(C)/C=C(\C#N)S(=O)(=O)C(C)(C)C,13,-11
COc1ccc(NC(=O)NNC(=O)C(O)(c2ccccc2)c2ccccc2)cc1,1,11
CCc1nc(N2CCCC2)c(C#N)c2c1CCCC2,-2,3
COCCCNc1nccn2ccnc12,-10,2
Cc1onc(-c2ccccc2)c1C(=O)Nc1ccc(N2CCOCC2)cc1,-15,-2

# Full records, quoted from the list. Order of screens: H9c2 TAG inh	H9c2 TAG inh DAPI viability
# Profile of CCOC(=O)c1ccc(NC(=O)CCCN2C(=O)NC3(CCCC3)C2=O)cc1 : 1	1
# Profile of COc1ccc(OC)c(C2C(C(=O)N(C)C)=C(C)Nc3nc4ccccc4n32)c1 (configuration not stated) : 17	-8
# Profile of CN1CCN(C(=O)c2cnn(-c3ccccc3)c2NC(=O)c2ccccc2Cl)CC1 : 13	-7
# Profile of CCOc1ccc(NC(=O)Cn2sc3nc(C)cc(C)c3c2=O)cc1 : -4	4
# Profile of Oc1ccc(Cl)cc1-c1cc(-c2ccccc2)n[nH]1 : 10	-2

# Screening data deposited in PubChem by Sanford-Burnham Center for Chemical Genomics.

# The list is partial, so the mix of outcomes need not match the whole.
